# Source: PubChem BioAssay (National Center for Advancing Translational Sciences (NCATS))
# DT40 TDP1 CPT: growth inhibition of DT40 Tdp1-/-;hTDP1 cells with camptothecin (screen for TDP1 inhibitors) | chicken DT40 Tdp1-/-;hTDP1 cells + 20 nM CPT, ATP luminescence, 48 h | Potency, µM (doses to about 46.2 µM), for the others: top-dose activity change, negative = growth inhibition, actives largely listed as inhibitors | actives 12% (n = 420,000); also: nearly all actives have a fitted effect of over 55% in size
#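 Chicken DT40 Tdp1-/- cells stably complemented with human TDP1 were seeded at 400 cells/well in medium containing 20 nM camptothecin, exposed to pin-transferred compounds, and grown at 37 °C for at least 48 hr. Viability was read as ATP luminescence.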
# TDP1 cell noCPT: qHTS for Inhibitors of human tyrosyl-DNA phosphodiesterase 1 (TDP1): qHTS in cells in absence of CPT. AID 686978, 2013. DT40 Tdp1-/- hTDP1 cells, no CPT, ATP luminescence, 48 h. Potency, µM (highest dose often 46.2 µM), for inactives: at the top dose activity change, negative = growth inhibition, hits mostly inhibitors. actives 15% (n = 420,000); also: nearly all actives have a fitted effect of over 55% in size
#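 Stably hTDP1-transfected Tdp1-null chicken DT40 cells were treated with library compounds minus camptothecin and grown for at least 48 hr at 37 °C, after which cellular ATP was quantified by luminescence.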
# GCN5L2 inh: GCN5L2 (KAT2A) acetyltransferase inhibition; GCN5L2 HAT assay, ThioGlo1 CoA-SH fluorescence; actives 0.21% (n = 390,000); Potency, µM (top dose mostly 58.9 µM), inactives show at the highest dose activity change, negative = inhibition, hits mostly inhibitors; Q92830; AID 504327
# Target sequence (Q92830 whole entry, looked up): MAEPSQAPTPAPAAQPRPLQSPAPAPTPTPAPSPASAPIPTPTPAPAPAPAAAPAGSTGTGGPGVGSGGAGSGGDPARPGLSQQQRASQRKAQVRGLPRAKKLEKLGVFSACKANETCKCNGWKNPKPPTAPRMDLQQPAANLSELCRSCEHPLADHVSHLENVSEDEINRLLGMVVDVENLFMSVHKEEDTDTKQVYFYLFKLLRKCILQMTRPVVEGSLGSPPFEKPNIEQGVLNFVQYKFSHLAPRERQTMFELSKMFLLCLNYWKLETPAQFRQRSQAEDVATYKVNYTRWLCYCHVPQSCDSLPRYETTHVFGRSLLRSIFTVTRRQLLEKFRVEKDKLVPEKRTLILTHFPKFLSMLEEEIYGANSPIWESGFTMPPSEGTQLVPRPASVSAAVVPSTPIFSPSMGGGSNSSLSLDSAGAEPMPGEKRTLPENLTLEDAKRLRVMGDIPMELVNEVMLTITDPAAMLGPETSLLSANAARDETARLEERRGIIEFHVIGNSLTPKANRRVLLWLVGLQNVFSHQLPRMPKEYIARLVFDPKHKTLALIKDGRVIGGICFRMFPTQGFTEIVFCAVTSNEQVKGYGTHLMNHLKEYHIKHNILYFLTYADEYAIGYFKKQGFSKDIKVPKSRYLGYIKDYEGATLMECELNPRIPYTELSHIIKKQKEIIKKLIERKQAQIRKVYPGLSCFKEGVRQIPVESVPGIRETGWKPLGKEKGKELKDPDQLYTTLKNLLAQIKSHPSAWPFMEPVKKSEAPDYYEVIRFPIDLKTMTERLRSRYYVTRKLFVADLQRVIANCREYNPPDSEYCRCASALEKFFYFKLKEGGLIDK
#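 GCN5L2 (20nM final) in 50mM HEPES, 0.1mM EDTA pH 7.5, 0.01% Tween-20 was preincubated 15 min at room temperature with compound, then given ThioGlo1 (50uM), H3(1-25) peptide (75uM) and acetyl-CoA (70uM); CoA-thiol fluorescence (Ex340/Em540) was read at 0 and 20 min.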
# The depositor's hits bear a star; ? = inconclusive; nt = not tested or not shown; & = joins results of further samples; [ ] = dose if it differs, or a comment. Calls follow the shape of the dose curve; as a rule, active = well fitted curve in the direction sought with a large enough effect; inconclusive = small, poorly fitted or top-dose-only effect, or another doubt; inactive = no such curve, though single readings can be large; an effect the other way counts as inactive or inconclusive. % is scaled to controls: 0 for no effect and ±100 for the full control effect; potency is read from the fitted curve at half-maximal effect. Some of the compounds tested; rates above refer to the full screens.
# Order of values – DT40 TDP1 CPT | TDP1 cell noCPT | GCN5L2 inh
1: Cc1noc(C)c1NC(=O)Nc1cccc2c1O[C@H](CN(C)C(=O)Nc1ccccc1)[C@@H](C)CN([C@H](C)CO)C2=O
    -2% | -6% | 2%
2: CCOC(=O)Cc1[nH]nc2c1C(c1ccoc1)C(C#N)=C(N)O2 (stereo unspecified)
    -6% | -11% | -4%
3: COc1ccccc1C1C(C#N)=C(N)Oc2cc(C)n(CCCn3ccnc3)c(=O)c21 (stereo unspecified)
    0% | -9% | -1%
4: COC(=O)c1c(-c2cccs2)csc1NC(=O)c1ccc(C(C)C)cc1
    ? | 15µM* | ?
5: Cc1cc(C(=O)OCC(=O)NC(C)C)c(C)o1
    1% | 4% | -9%
6: Cc1ccc(SC[C@H](Cc2ccccc2)N2CC[C@@H](C)CCC2=O)cc1
    11µM* | 13µM* | -11%
7: S=C(Nc1cc(Cl)cc(Cl)c1)NC1CCN(Cc2ccccc2)CC1
    8.2µM* | 6.5µM* | -10%
8: COc1cccc(/C=N/NC(=O)C(=O)N2CCCC2)c1O
    ? | 16µM* | 0%
9: O=C(OCCc1cc2ccccc2c(=O)o1)c1cccs1
    ? | -29% | 2%
10: O=C(/C=C/c1ccc(Cl)cc1)NCc1ccco1
    ? | ? | 2%
11: CCOc1ccc(C(=O)O/N=C(\N)c2ccc([N+](=O)[O-])cc2)cc1OCC
    3% | -25% | 47%[activator]
12: CC1CN(C(=O)COC(=O)c2cccc(S(=O)(=O)N3CCc4ccccc43)c2)CC(C)O1 (stereo unspecified)
    ? | ? | 0%
13: CCCc1nc2ccc(Cl)cn2c1Cc1ccccc1
    6.5µM* | 4.1µM* | nt
14: CCCCNC(=O)N(O)C1N(/N=C/c2ccccc2F)C(=S)SC1(C)C (stereo unspecified)
    -27% | ? | 10%
15: O=C(CSc1nnnn1-c1ccccc1)NC(=O)NCc1ccco1
    5% | -13% | -9%
16: CC(C)C(NS(=O)(=O)c1ccccc1)C(=O)N1CCCC1 (stereo unspecified)
    1% | -4% | -3%
17: O=C(O)CCN1C(=O)C2C3c4ccccc4C(c4ccccc43)[C@@H]2C1=O (stereo partly specified)
    -6% | -4% | 2%
18: COc1cc(OC)cc(-c2c(-c3ccc(F)cc3)c3cc(-c4ccc5c(c4)OCCO5)ccc3n2C)c1
    -28% | ? | -2%
19: CC(=O)N1N=C(c2ccccc2)CC1c1ccccc1 (stereo unspecified)
    -28% | ? | -8%
20: CSC1=NCCN1C(=O)c1c(F)cccc1F
    1% | -14% | -3%
21: COc1ccc(OC)c(C(=O)NC(CC(N)=O)c2ccc(NCC3CC3)c([N+](=O)[O-])c2)c1 (stereo unspecified)
    -28% | -20% | -5%
22: COc1cc2cc(C(c3nnnn3C3CCCC3)N3CCCCCC3)c(=O)[nH]c2cc1OC (stereo unspecified)
    ? | -24% | -15%
23: Cc1cc(NS(=O)(=O)c2ccc(NC(=O)c3cccc(OC(F)F)c3)cc2)nc(C)n1
    -7% | -7% | -5%
24: CCCCCCn1cc(CN2CC(N(C)C)CS2(=O)=O)nn1 (stereo unspecified)
    -2% | -19% | nt
25: CCOc1ccccc1CNC(=O)c1cnc2sc(N(CC)CC)nn2c1=O
    ? | ? | 2%
26: Cc1ccc(-c2ccc(=O)n(CC(=O)NCc3ccco3)n2)cc1
    -1% | -1% | -6%
27: O=C(Cc1ccccc1F)NC1CCCc2ccccc21 (stereo unspecified)
    ? | ? | -5%
28: CN(CC(=O)Oc1ccc(-c2nnco2)cc1)S(=O)(=O)c1ccc(F)cc1
    7% | -3% | 2%
29: Cc1ccccc1NC(=O)CN(C)S(=O)(=O)c1ccc2c(c1)n(C)c(=O)c(=O)n2C
    -2% | 1% | -5%
30: COC(=O)c1nc2n(n1)C(c1ccccc1OC)C1=C(CCCC1=O)N2 (stereo unspecified)
    -15% | -24% | -5%
31: Cc1cc(=O)n2nc(N3CCCC(C(=O)N4CCc5ccccc54)C3)sc2n1 (stereo unspecified)
    ? | ? | -3%
32: O=C(Nc1ccc(N2CCCC2)c(Cl)c1)c1ccc2c(c1)OCCO2
    ? | 21µM* | nt
33: CC(=O)N1CCN(CC(=O)Nc2c(Cl)ccc(C)c2Cl)CC1
    1% | -6% | -12%
34: CC(=O)NN1C(=O)/C(=C2/Sc3ccccc3N2C)SC1=S
    -25% | -6% | 1%
35: CCCCNC(=O)C1(C)CCN1C(=O)c1oc2ccccc2c1C (stereo unspecified)
    ? | ? | nt
36: COc1cc(NC(=O)N[C@@H](Cc2ccccc2)C(=O)O)cc(OC)c1
    20% | 9% | -2%
37: COc1ccc(S(=O)(=O)N2CCN(C(=O)C3CC(=O)N(c4ccccc4F)C3)CC2)cc1OC (stereo unspecified)
    3% | -25% | nt
38: Cc1nc2ccccc2nc1C
    10% | 6% | nt
39: CC1CCCCN1C(=O)COC(=O)CNC(=O)c1ccc(Cl)cc1Cl (stereo unspecified)
    1% | 15% | -1%
40: COc1ccc(-c2cc(-c3ccccc3)nc(N3CCCC3)n2)cc1OC
    -7% | -19% | -16%
41: Cc1nc2ccccn2c1CN(C)C(=O)C1CCC(=O)N(CCc2cccc(F)c2)C1 (stereo unspecified)
    -13% | 16% | 1%
42: O=C1NC2(CCCCC2)C(=O)N1Cc1cc(=O)n2ccsc2n1
    6% | 2% | -1%
43: COc1ccc(COc2cc(-c3cccc(OC)c3)nc3ccc(NC(=O)c4ccc(C)cc4)cc23)cc1
    ? | 13µM* | 2%&-13%
44: COc1ccc(NC(=O)CCOc2ccc(C)cc2)c(OC)c1
    2% | 11% | -12%
45: Cc1cc(C)n2nc(C(=O)NCC(=O)Nc3ccc(F)c(F)c3)nc2n1
    -3% | 0% | -7%
46: O=C1CC(N2CCN(c3ccc(F)cc3)CC2)C(=O)N1c1ccccc1 (stereo unspecified)
    -10% | -10% | 2%
47: CC(C)NS(=O)(=O)c1ccc(NC(=O)C(C)Oc2ccc(C(=O)c3ccccc3)cc2)cc1 (stereo unspecified)
    23µM* | 18µM* | -10%
48: COCCn1c(C)cc(C(=O)CSc2nc3ccccc3c(=O)[nH]2)c1C
    16µM* | 15µM* | 1%
49: COc1ccccc1C(c1nnnn1Cc1ccco1)N1CCN(c2cccc(C)c2C)CC1 (stereo unspecified)
    18µM* | 16µM* | -10%
50: COc1ccc(NC(=O)CSc2nnc(Cc3ccccc3)c(=O)n2N)cc1
    -9% | -11% | -1%
51: CCC(Oc1ccccc1)C(=O)OCC(=O)Nc1c(C)nn(-c2ccccc2)c1C (stereo unspecified)
    5% | -13% | nt
52: Nc1nnc(N2CCCCCC2)s1
    4% | -23% | 0%
53: Cc1cc2nnc(SCC(=O)NCc3ccco3)n2c2ccccc12
    4.6µM* | 4.6µM* | nt
54: C/C(CC(=O)Nc1ccc2c(c1)OCCO2)=N\NC(=O)COc1ccccc1
    0% | 5% | -5%
55: CCCCc1ccc(NC(=S)NCc2cccnc2)cc1
    ? | ? | -2%
56: C[C@H](CO)N1C[C@H](C)[C@H](CN(C)S(=O)(=O)c2ccc(-n3cccn3)cc2)OCc2cnnn2CCCC1=O
    -8% | ? | nt
57: CCOCCCn1cnc2c([nH]c3cc(OC)ccc32)c1=O
    -23% | ? | -20%
58: COc1ccccc1NS(=O)(=O)c1cccc(NC(=O)Cc2cccs2)c1
    ? | 26µM* | -6%
59: Cc1cccc(NC(=O)c2cc3n(n2)C(C(F)(F)F)CC(c2ccc4c(c2)OCO4)N3)c1 (stereo unspecified)
    ? | ? | -10%
60: CC(=O)Nc1ccc(NC(=O)CSc2nnc(-c3cccs3)n2N)cc1
    -20% | 0% | 0%

# Compound profiles, from the list above.
# Profile of COc1ccc(NC(=O)CSc2nnc(Cc3ccccc3)c(=O)n2N)cc1 = DT40 TDP1 CPT: -9%; TDP1 cell noCPT: -11%; GCN5L2 inh: -1%
# Profile of COc1cc(NC(=O)N[C@@H](Cc2ccccc2)C(=O)O)cc(OC)c1 = DT40 TDP1 CPT: 20%; TDP1 cell noCPT: 9%; GCN5L2 inh: -2%

# Three compounds from above, showing only DT40 TDP1 CPT and GCN5L2 inh:
no.	molecule	DT40 TDP1 CPT	GCN5L2 inh
54	C/C(CC(=O)Nc1ccc2c(c1)OCCO2)=N\NC(=O)COc1ccccc1	0%	-5%
53	Cc1cc2nnc(SCC(=O)NCc3ccco3)n2c2ccccc12	4.6µM*	nt
50	COc1ccc(NC(=O)CSc2nnc(Cc3ccccc3)c(=O)n2N)cc1	-9%	-1%

# Carrying on.
# Order of values – DT40 TDP1 CPT | TDP1 cell noCPT | GCN5L2 inh
61: COC(=O)c1ccccc1NC(=O)c1ccc(-c2nc(COc3ccccc3)c(C)o2)cc1
    -2% | 1% | 4%
62: COCc1nnc(NC(=O)c2cccc(NC(=O)C(C)C)c2)s1
    -11% | 3% | -4%
63: C[C@@H]1Cn2cnc(C(=O)NCC(=O)OC(C)(C)C)c2C(=O)N1
    4% | -17% | nt
64: COc1ccc(S(=O)(=O)N(CC(=O)Nc2ccc3c(c2)OCO3)c2ccccc2OC)cc1
    21µM* | 15µM* | -4%
65: CC1=C(C(=O)OCC2CCCO2)C(c2ccc(C)cc2)C2=C(CC(C)(C)CC2=O)N1 (stereo unspecified)
    -11% | 0% | -1%
66: CN(c1ccccc1)S(=O)(=O)c1ccc(Cl)c(C(=O)Nc2nn[nH]n2)c1
    4% | 2% | -12%
67: O=C(O)C1C2C=CC(C2)C1C(=O)NCc1ccccc1F (stereo unspecified)
    11% | -2% | -3%
68: COc1ccccc1N=C1NC(=O)/C(=C/c2ccc(N(C)C)cc2)S1
    2.1µM* | 1.8µM* | -6%
69: CCc1ccccc1NC(=O)N1CCC2(CC1)Oc1ccccc1C(=O)N2Cc1ccccc1F
    ? | ? | 3%
70: CCC(=O)c1ccc(OCC(=O)Nc2ccccc2C(=O)NC2CC2)cc1
    4% | -11% | -1%
71: CCOc1cc(-c2c(C#N)c(=O)[nH]c3c2c(C)nn3-c2ccc(F)cc2)ccc1O
    -13% | -15% | -1%
72: CCCCOC(=O)Nc1ccc2c(C)cc(=O)oc2c1
    -18% | -5% | -2%
73: CCS(=O)(=O)N1CCCC(C(=O)NCCCOC)C1 (stereo unspecified)
    1% | 9% | -5%
74: Cc1ccccc1CNC(=O)c1ccc2[nH]c(C)c(C)c2c1
    ? | ? | 15%
75: O=C(CN1C(=O)NC2(CCCc3ccccc32)C1=O)NC1CCCCC1 (stereo unspecified)
    -4% | -6% | -5%
76: Cc1onc(-c2c(Cl)cccc2Cl)c1C(=O)NCc1ccccn1
    -11% | ? | 0%
77: Cc1cccc(C)c1NC(=O)CSc1nnc(-c2ccco2)c(-c2ccco2)n1
    -11% | -23% | 13µM*
78: O=C1CC(NNC(=O)c2ccccc2)C(=O)N1 (stereo unspecified)
    -26% | 6% | 1%
79: O=C(Nc1cc(S(=O)(=O)N2CCOCC2)ccc1N1CCCC1)c1cccnc1Cl
    1% | 29% | -3%
80: COc1ccc(CCNC(=O)C(=O)c2cn(CC(=O)N3CCOCC3)c3ccccc23)cc1
    20% | -17% | -31%
81: CC(C)OCCCNC(=O)c1ccc2c(=O)n(CCc3ccccc3)c(=O)[nH]c2c1
    -2% | -18% | -2%
82: Cc1cc(N2C(=O)C(O)=C(C(=O)c3cc4ccccc4o3)C2c2cccs2)no1 (stereo unspecified)
    -16% | ? | -5%
83: CCOC(=O)C1(CC2CCCCO2)CCN(Cc2cn[nH]c2-c2cccc(F)c2)CC1 (stereo unspecified)
    16µM* | 10µM* | -10%
84: O=c1[nH]c(-c2ccc(Cl)cc2)nc(=S)[nH]1
    8% | -5% | -4%
85: C=CCNc1nc(C(=O)OCC(=O)c2cccc(Br)c2)cs1
    -10% | -11% | -21%
86: Cc1cccc(CNC(=O)c2cnn(-c3nccc(-c4cccs4)n3)c2C2CC2)n1
    5% | -17% | nt
87: Cc1ccsc1-c1cc2nc(Nc3ccc(F)cc3)n(C)c(=O)c2s1
    ? | ? | nt
88: Cc1nn(Cc2ccccc2)c2sc(C(=O)NCc3cccnc3)cc12
    ? | ? | 3%
89: COc1ccc(C2Nc3ccccc3C(=O)N2Cc2ccccc2)cc1COc1ccc([N+](=O)[O-])cc1 (stereo unspecified)
    ? | ? | nt
90: COc1ccc(-c2ccc3c(c2)O/C(=C\c2ccsc2)C3=O)cn1
    ? | ? | -4%
91: CC(C)C(NC(=O)c1ccc(C(C)(C)C)cc1)C(=O)OCC(=O)NC(=O)Cc1ccccc1 (stereo unspecified)
    -16% | -8% | -8%
92: COC(=O)c1cc2oc3ccccc3c2n1Cc1nc(-c2ccc(Cl)cc2)oc1C
    -9% | -12% | -2%
93: FC(F)(F)c1cccc(Cn2nnnc2-c2cc(Cl)cc(Cl)c2)c1
    -24% | ? | -11%
